Assay outcomes as filed in PubChem BioAssay.
TPT1 inh: blocks Candida albicans tRNA 2'-phosphotransferase | inhibition, % at 5 µM | recombinant caTPT1, FP RNA substrate dephosphorylation | 300,000 compounds, 0.81% hits;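 active = inhibition above the mean of all tested compounds plus 3 SD, set per screening campaign, cut at about 24% in these data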;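 also: plate controls were DMSO alone for no effect and ferristatin control at 100 nM for full effect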
LYPLA2 counter: LYPLA2 (human) inhibition in PME1 counter-screen | 320,000 compounds, 0.38% hits | AID 2177 | inhibition, % at 5.9 µM | recombinant LYPLA2, FP-Rh probe fluorescence polarization;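 active = inhibition above the screen-wide mean plus 3 SD, limit set per campaign, cut at about 26% in these data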;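 also: 0% = LYPLA2 with DMSO and 100% = wells lacking LYPLA2 enzyme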
Efflux pump inh: inhibitors of Candida antifungal efflux pumps expressed in yeast; 330,000 compounds, 0.44% hits; AID 485275; S. cerevisiae Candida pump triplex, Nile Red efflux; inhibition, % at 10 µM;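 active = plate passing quality check with inhibition over a set limit, or well fluorescence over plate mean plus 4 SD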;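 also: Nile Red retained in pooled yeast measured as flow cytometry median fluorescence; 0% = buffer negative control and 100% = Enniatin B positive control; higher means more Nile Red kept so more efflux inhibition; some compounds called inactive have numbers as strong as hits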
JMJD2C inh: inhibitors of human GASC-1 (JMJD2C) demethylase; Q9H3R0; GST-JMJD2C(1-420) H3K9me3 demethylation, DELFIA europium; inhibition, % at 2.35 µM; 330,000 compounds, 0.069% hits; AID 2099;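 active = more than half of a compound's replicate wells show inhibition beyond 50%, single wells judged on their own value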;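 also: signal counts dimethyl H3K9 product captured on neutravidin plate; 0% = median of DMSO wells and 100% = 0.3 times that DMSO median; strong numbers were not always called active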
Target sequence (Q9H3R0 1-420 limits assumed): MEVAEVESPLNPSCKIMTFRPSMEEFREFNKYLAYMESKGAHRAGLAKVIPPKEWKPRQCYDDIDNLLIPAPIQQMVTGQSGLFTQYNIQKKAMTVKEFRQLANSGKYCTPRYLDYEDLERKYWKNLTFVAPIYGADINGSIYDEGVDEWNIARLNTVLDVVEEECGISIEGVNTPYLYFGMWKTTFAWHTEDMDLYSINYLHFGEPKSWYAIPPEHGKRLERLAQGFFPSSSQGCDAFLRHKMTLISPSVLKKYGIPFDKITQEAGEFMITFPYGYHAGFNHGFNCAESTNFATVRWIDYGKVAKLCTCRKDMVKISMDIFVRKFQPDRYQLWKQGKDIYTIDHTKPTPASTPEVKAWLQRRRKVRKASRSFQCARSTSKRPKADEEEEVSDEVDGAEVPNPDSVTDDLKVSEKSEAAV
PP5 primary: inhibitors of human protein phosphatase 5 (PP5). AID 1987. 320,000 compounds, 0.18% hits. purified PP5c, OMFP substrate fluorescence. inhibition, % at 6.7 µM;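 active = inhibition above the campaign's mean inhibition across all tested compounds plus 3 SD, cut at about 9.5% in these data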;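 also: 0% = DMSO only and 100% = 100 µM cantharidin control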
Target sequence (P53041 whole entry, looked up): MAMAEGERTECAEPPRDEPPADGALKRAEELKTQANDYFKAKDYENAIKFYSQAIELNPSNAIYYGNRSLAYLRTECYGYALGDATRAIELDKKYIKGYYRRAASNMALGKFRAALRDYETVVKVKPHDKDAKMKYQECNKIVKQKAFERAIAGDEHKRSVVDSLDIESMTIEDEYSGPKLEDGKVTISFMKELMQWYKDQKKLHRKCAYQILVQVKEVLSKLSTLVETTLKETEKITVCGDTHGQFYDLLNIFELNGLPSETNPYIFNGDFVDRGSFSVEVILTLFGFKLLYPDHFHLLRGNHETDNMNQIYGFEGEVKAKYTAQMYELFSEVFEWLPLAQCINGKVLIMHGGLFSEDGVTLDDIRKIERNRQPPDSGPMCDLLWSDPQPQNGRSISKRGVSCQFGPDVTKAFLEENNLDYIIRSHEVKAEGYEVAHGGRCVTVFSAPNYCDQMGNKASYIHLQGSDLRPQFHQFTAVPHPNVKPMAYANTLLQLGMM
Fh CTSL1 inh: blocks F. hepatica cathepsin L1 in PFM18AAP counter-screen | recombinant F. hepatica cathepsin L1, Z-Leu-Arg-MCA fluorescence | inhibition, % at 5.96 µM | 300,000 compounds, 0.49% hits;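 active = inhibition above the mean of all tested compounds plus 3 SD, set per screening campaign, cut at about 17% in these data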;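 also: 0% = plate median of test compound wells and 100% = 1 µM Z-Phe-Ala-diazomethylketone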
PREPL inhibitor: human PREPL enzyme inhibition. Q4J6C6. recombinant PREPL, fluorescence polarization activity-based probe. inhibition, % at 5.96 µM. 320,000 compounds, 0.68% hits. AID 2751; in the data active = inhibition above about 43%;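 also: 0% = enzyme with DMSO and 100% = wells lacking enzyme; many of its hits are not listed in these tables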
PP1 inh: counter-screen for PP5 inhibitors: inhibitors of human PP1-alpha | 320,000 compounds, 0.9% hits | purified PP1alpha, OMFP fluorescence | inhibition, % at 6.7 µM;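 active = inhibition above the mean inhibition of all tested compounds plus 3 SD, computed separately for each screening campaign, cut at about 15% in these data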
core dimer inh: blocks dimerization of HCV core protein; TR-FRET GST/Flag-core106 dimerization, 1536-well; inhibition, % at 5 µM; 300,000 compounds, 0.33% hits; AID 1899;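 active = inhibition above the mean of all tested compounds plus 3 SD, set per screening campaign, cut at about 45% in these data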
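Test system: GST/Flag-tagged HCV core106 proteins; Medium: KF-containing HEPES buffer, pH 7.45, DTT, CHAPS, BSA; Times: compound-protein-antibody incubation 4 h at 22.5 °C; Detection: TR-FRET 671 and 617 nm emission; Benchmarks: wells lacking GST-core106 and wells with excess unlabelled core106.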
The depositor's hits bear a star. These rows are one share of the data; count on the stated rates, not on these rows.

What do the screens show for `CC1CC2(CCCC2)N(C(=O)c2ccccc2)Cc2ccccc21` (stereo not given)?
TPT1 inh: 1; LYPLA2 counter: 2; Efflux pump inh: 0.1; JMJD2C inh: 3; PP5 primary: 4.1; Fh CTSL1 inh: -3; PREPL inhibitor: -13; PP1 inh: -5; core dimer inh: 10

How did CC(=O)Nc1cc(-c2ccc(Cl)cc2)[nH]n1 do in these assays?
TPT1 inh: 2; LYPLA2 counter: -2; Efflux pump inh: 0.1; JMJD2C inh: -8; PP5 primary: 1.4; Fh CTSL1 inh: 0; PREPL inhibitor: -7; PP1 inh: 0; core dimer inh: -6

Results for CCOC(=O)c1nnn(-c2nonc2N)c1CNc1ccc(C)c(Br)c1 ?
TPT1 inh: -4; LYPLA2 counter: -1; Efflux pump inh: -0.1; JMJD2C inh: 0; PP5 primary: 2.8; Fh CTSL1 inh: 5; PREPL inhibitor: 10; PP1 inh: 6; core dimer inh: 8

Results for N#Cc1c(NC(=O)c2cnccn2)sc2c1CCCC2 ?
TPT1 inh: -3; LYPLA2 counter: 2; Efflux pump inh: 0.2; JMJD2C inh: 6; PP5 primary: -3.2; Fh CTSL1 inh: 6; PREPL inhibitor: 2; PP1 inh: 10; core dimer inh: -1

What do the screens show for `COc1ccccc1-c1nnc(-c2ccc(F)cc2)o1`?
TPT1 inh: -4; LYPLA2 counter: 3; Efflux pump inh: 0.0; JMJD2C inh: 5; PP5 primary: -2.8; Fh CTSL1 inh: 1; PREPL inhibitor: 4; PP1 inh: -2; core dimer inh: 2

What do the screens show for `N=c1c(S(=O)(=O)c2ccccc2)cc2c(=O)n3ccccc3nc2n1C1CCCC1`?
TPT1 inh: 6; LYPLA2 counter: -1; Efflux pump inh: 0.1; JMJD2C inh: -27; PP5 primary: 2.5; Fh CTSL1 inh: -6; PREPL inhibitor: 0; PP1 inh: 4; core dimer inh: 14

How did COc1ccc(NC(=O)CSc2nnnn2C)c([N+](=O)[O-])c1 do in these assays?
TPT1 inh: 3; LYPLA2 counter: -4; Efflux pump inh: 0.1; JMJD2C inh: 7; PP5 primary: 3.6; Fh CTSL1 inh: -2; PREPL inhibitor: 8; PP1 inh: -4; core dimer inh: -2

What do the screens show for `Cc1ccc(-n2c(N)c(S(=O)(=O)c3ccccc3)c3nc4ccccc4nc32)cc1`?
TPT1 inh: -1; LYPLA2 counter: -3; Efflux pump inh: -0.1; JMJD2C inh: 0; PP5 primary: 2.2; Fh CTSL1 inh: 5; PREPL inhibitor: 0; PP1 inh: -3; core dimer inh: 10

What do the screens show for `CC(C)=CC(=O)Nc1ccc(OCc2ccccc2)cc1`?
TPT1 inh: -3; LYPLA2 counter: -3; Efflux pump inh: -0.1; JMJD2C inh: 6; PP5 primary: 1.5; Fh CTSL1 inh: 4; PREPL inhibitor: 13; PP1 inh: -1; core dimer inh: 4

What do the screens show for `O=C(NN1C(=O)C2C(C1=O)C1C=CC2C12CC2)c1ccncc1` (stereo not given)?
TPT1 inh: -3; LYPLA2 counter: 2; Efflux pump inh: 0.0; JMJD2C inh: -20; PP5 primary: 4.3; Fh CTSL1 inh: -1; PREPL inhibitor: 12; PP1 inh: 3; core dimer inh: 6

What do the screens show for `O=C(Nc1cccc(S(=O)(=O)N2CCOCC2)c1)C(c1ccccc1)N1CCCCC1` (stereo not given)?
TPT1 inh: -6; LYPLA2 counter: 5; Efflux pump inh: -0.1; JMJD2C inh: -24; PP5 primary: -0.7; Fh CTSL1 inh: 1; PREPL inhibitor: -1; PP1 inh: -3; core dimer inh: 10

What do the screens show for `Cc1nn(C)cc1S(=O)(=O)N1CCN(Cc2ccc(F)cc2Cl)CC1`?
TPT1 inh: -2; LYPLA2 counter: 5; Efflux pump inh: 0.1; JMJD2C inh: -1; PP5 primary: 1.6; Fh CTSL1 inh: 1; PREPL inhibitor: 10; PP1 inh: -2; core dimer inh: 1

Results for COc1ccc(N(CC2CO2)S(=O)(=O)c2ccc(C)cc2)cc1 (stereo not given) ?
TPT1 inh: 0; LYPLA2 counter: 0; Efflux pump inh: 0.2; JMJD2C inh: -7; PP5 primary: 1.5; Fh CTSL1 inh: -2; PREPL inhibitor: 6; PP1 inh: -1; core dimer inh: -7

How did CCc1cc(=O)oc2c3c(cc(OCC(=O)NC4CC4)c12)OC(C)(C)CC3 do in these assays?
TPT1 inh: 1; LYPLA2 counter: 9; Efflux pump inh: 0.1; JMJD2C inh: 103; PP5 primary: 7.0; Fh CTSL1 inh: 0; PREPL inhibitor: 13; PP1 inh: -7; core dimer inh: 0

Results for CCCCC(NS(=O)(=O)c1ccc(OC)cc1)C(=O)O (stereo not given) ?
TPT1 inh: -1; LYPLA2 counter: 4; Efflux pump inh: 0.0; JMJD2C inh: -11; PP5 primary: -0.6; Fh CTSL1 inh: 0; PREPL inhibitor: 0; PP1 inh: -3; core dimer inh: 3

What do the screens show for `CN(C(=O)CSc1nnnn1-c1ccc(O)cc1)C1CCS(=O)(=O)C1` (stereo not given)?
TPT1 inh: -5; LYPLA2 counter: -2; Efflux pump inh: -0.1; JMJD2C inh: -3; PP5 primary: -1.2; Fh CTSL1 inh: 2; PREPL inhibitor: 0; PP1 inh: -1; core dimer inh: 2

Results for O=C(Nc1cc(Cl)cc(Cl)c1)C(c1ccccc1)N1CCCCC1 (stereo not given) ?
TPT1 inh: 1; LYPLA2 counter: -14; Efflux pump inh: 0.1; JMJD2C inh: 2; PP5 primary: 1.8; Fh CTSL1 inh: 2; PREPL inhibitor: -9; PP1 inh: -1; core dimer inh: -10

Results for Cc1cc(C(=O)N/N=C/c2ccc(-c3cccc(Br)c3)o2)n[nH]1 ?
TPT1 inh: -4; LYPLA2 counter: -8; Efflux pump inh: 0.3; JMJD2C inh: 1; PP5 primary: 0.5; Fh CTSL1 inh: 4; PREPL inhibitor: 6; PP1 inh: 0; core dimer inh: 0

What do the screens show for `CNc1nc(OC)nc(N(C#N)CN2C(=O)c3ccccc3S2(=O)=O)n1`?
TPT1 inh: -2; LYPLA2 counter: -1; Efflux pump inh: -0.1; JMJD2C inh: 0; PP5 primary: -2.7; Fh CTSL1 inh: 2; PREPL inhibitor: -6; PP1 inh: -3; core dimer inh: 0

What do the screens show for `COCCNC(=S)N/N=C/c1ccc(-c2ccc([N+](=O)[O-])cc2)o1`?
TPT1 inh: 47*; LYPLA2 counter: 2; Efflux pump inh: 0.1; JMJD2C inh: 5; PP5 primary: 1.0; Fh CTSL1 inh: 4; PREPL inhibitor: 10; PP1 inh: 1; core dimer inh: 12

Of the compounds above, these have a Cl atom:
How did CC(=O)Nc1cc(-c2ccc(Cl)cc2)[nH]n1 do in these assays?
TPT1 inh: 2; LYPLA2 counter: -2; Efflux pump inh: 0.1; JMJD2C inh: -8; PP5 primary: 1.4; Fh CTSL1 inh: 0; PREPL inhibitor: -7; PP1 inh: 0; core dimer inh: -6

What do the screens show for `Cc1nn(C)cc1S(=O)(=O)N1CCN(Cc2ccc(F)cc2Cl)CC1`?
TPT1 inh: -2; LYPLA2 counter: 5; Efflux pump inh: 0.1; JMJD2C inh: -1; PP5 primary: 1.6; Fh CTSL1 inh: 1; PREPL inhibitor: 10; PP1 inh: -2; core dimer inh: 1

Results for O=C(Nc1cc(Cl)cc(Cl)c1)C(c1ccccc1)N1CCCCC1 (stereo not given) ?
TPT1 inh: 1; LYPLA2 counter: -14; Efflux pump inh: 0.1; JMJD2C inh: 2; PP5 primary: 1.8; Fh CTSL1 inh: 2; PREPL inhibitor: -9; PP1 inh: -1; core dimer inh: -10

The results go on:
How did C#CCOCCOCCOCCNc1nc(N2CCN(C(=O)CCCCCCCCCCNC(=O)[C@@H](CCC(=O)O)n3cc(CCCCCN)nn3)CC2)nc(N2CCN(C(=O)CCCCCCCCCCNC(=O)[C@@H](CCC(=O)O)n3cc(CCCCCN)nn3)CC2)n1 do in these assays?
TPT1 inh: -2; LYPLA2 counter: 0; Efflux pump inh: 0.2; PP5 primary: 0.6; Fh CTSL1 inh: 4; PREPL inhibitor: 16; PP1 inh: 5; core dimer inh: -1

How did COc1ccc(C2=CC(=O)C[C@H](c3ccc(F)cc3)C2)c(OC)c1 do in these assays?
LYPLA2 counter: -2; Efflux pump inh: 0.0; JMJD2C inh: -7; PP5 primary: 0.6; PREPL inhibitor: 11; PP1 inh: 2

What do the screens show for `COc1ccc(C(=O)Cn2ccsc2=NC(C)=O)cc1`?
TPT1 inh: -2; LYPLA2 counter: 6; Efflux pump inh: 0.1; JMJD2C inh: 4; PP5 primary: 0.6; Fh CTSL1 inh: -1; PREPL inhibitor: -5; PP1 inh: -9; core dimer inh: 8

How did Cc1ccn(C(C)CC(=O)N2CCc3ccccc32)n1 (stereo not given) do in these assays?
TPT1 inh: 0; LYPLA2 counter: -5; Efflux pump inh: -0.1; JMJD2C inh: 3; PP5 primary: 3.6; Fh CTSL1 inh: 2; PREPL inhibitor: -3; PP1 inh: 3; core dimer inh: 3

How did Fc1ccccc1CSc1nc2ccccc2[nH]1 do in these assays?
TPT1 inh: 1; LYPLA2 counter: 1; Efflux pump inh: 0.1; JMJD2C inh: 4; PP5 primary: 0.5; Fh CTSL1 inh: -1; PREPL inhibitor: 4; PP1 inh: -1; core dimer inh: 8

Results for CCOC(=O)C1CCN(CC(=O)c2c(C)n(C)c3ccc(OC)cc23)CC1 ?
TPT1 inh: -2; LYPLA2 counter: 3; Efflux pump inh: -0.2; JMJD2C inh: -23; PP5 primary: 1.6; Fh CTSL1 inh: 6; PREPL inhibitor: 12; PP1 inh: 1; core dimer inh: -4

Results for COc1ccc(OCC(=O)Nc2cc(-c3nn4c(C)nnc4s3)ccc2C)cc1 ?
TPT1 inh: 1; LYPLA2 counter: 1; Efflux pump inh: -0.1; JMJD2C inh: 8; PP5 primary: -1.3; Fh CTSL1 inh: 1; PREPL inhibitor: 6; PP1 inh: -5; core dimer inh: 1

What do the screens show for `CC(=O)n1cc([C@H]2C=C(C(=O)Nc3ccccc3)O[C@@H](OCCCCO)C2)c2ccccc21`?
TPT1 inh: 2; LYPLA2 counter: -3; Efflux pump inh: 0.1; JMJD2C inh: 4; PP5 primary: 1.0; Fh CTSL1 inh: 1; PREPL inhibitor: 6; PP1 inh: 0; core dimer inh: 8

How did COc1cc(NC(=O)c2cccc3c2C(=O)N(Cc2cccnc2)C3)cc(OC)c1OC do in these assays?
TPT1 inh: 0; LYPLA2 counter: -2; Efflux pump inh: 0.3; JMJD2C inh: -12; PP5 primary: 3.2; Fh CTSL1 inh: -1; PREPL inhibitor: 23; PP1 inh: 6; core dimer inh: -9

How did CSc1ccccc1OCc1cc(C(=O)NC2CCOC2)no1 (stereo not given) do in these assays?
TPT1 inh: -4; LYPLA2 counter: 7; Efflux pump inh: -0.1; JMJD2C inh: -1; PP5 primary: 1.6; Fh CTSL1 inh: -2; PREPL inhibitor: -4; PP1 inh: -4; core dimer inh: 8

How did CC(C)C(C(=O)Nc1ccccc1)N1C(=O)c2ccccc2C1=O (stereo not given) do in these assays?
TPT1 inh: -3; LYPLA2 counter: 1; Efflux pump inh: 0.0; JMJD2C inh: -13; PP5 primary: 5.0; Fh CTSL1 inh: 6; PREPL inhibitor: 12; PP1 inh: 3; core dimer inh: -7
